# Screening results (PubChem)
# aSyn yeast inh = rescues yeast growth from alpha-synuclein toxicity | Yeast expressing alpha-synuclein, growth rescue, BacTiter-Glo, 24 h | Potency, µM (series often up to 46.1 µM), for inactives: at the top dose growth rescue (activation), hits mostly activators | 370,000 compounds, 0.14% hits | AID 652106; further: potency means the concentration at half of the fitted maximal effect; % of control where 0% means no effect; nearly all actives have a fitted effect of over 65% in size
#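 Readout is rescue of growth in alpha-synuclein-expressing yeast, so inhibitors of toxicity appear as activators. Growth after 24 hr at 30 deg C in galactose medium is quantified by luminescence.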
# IL2 activator = activates IL-2 in a cell-based reporter assay; IL-2 activation reporter assay, cell-based qHTS; stimulated with anti-CD3/CD4/CD28 beads; in transgenic mouse T cells; activation, % (series mostly up to about 46 µM); 360,000 compounds, 0.065% hits; in the data active means activation above about 50%; inconclusive means mostly about 30% to 49%; further: 0% is about no effect
#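 Screening format: compound pinned onto unstimulated transgenic mouse T cells, 60 min incubation, then anti-CD3/anti-CD4/anti-CD28 bead stimulation for 18 hours at 37 degrees C, followed by EGFP and DsRed detection.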
# EPAC1 agonist = agonists of human EPAC1. EPAC1 agonist qHTS, biochemical assay; response scale: 100% = response to 6.5 mM cAMP. Potency, µM (series often up to 154 µM), inactives show at the top dose activation, usual class: activators. 360,000 compounds, 0.073% hits; further: potency means the concentration at half of the fitted maximal effect; nearly all actives have a fitted effect of over 60% in size
#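 EPAC1 100 nM, Rap1B–BODIPY-GDP 250 nM, unlabeled GDP 50 uM; compound titration; 5 min RT; kinetic read ex480/em540 at 5-min intervals ×30 min; data normalized to 6.5 mM cAMP agonist control.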
# WRN inhibitor = blocks human WRN helicase; Q14191; WRN helicase unwinding, fluorescent forked duplex, kinetic; Potency, µM (doses to about 114 µM), for the others: at the top dose activity change, negative = inhibition, usual class: inhibitors; 360,000 compounds, 0.46% hits; AID 651768; further: potency means the concentration at half of the fitted maximal effect; on the % scale 0 is the no-effect control and ±100 the full control effect; nearly all actives have a fitted effect of over 55% in size
#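 Kinetic fluorescence helicase assay: unwinding of a quenched forked DNA duplex (100 nM final) with 2 mM ATP final raises red fluorescence (525/598 nm). Compounds sat 15 min at room temperature with 20 nM WRN beforehand.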
# Abeta rescue = compounds reversing amyloid beta toxicity in yeast. yeast expressing A-beta42, growth rescue, OD600, 48 h; response scale: 0% DMSO, 100% iron-clioquinol control. Potency, µM (highest dose often 46.1 µM), without a hit: top-dose growth rescue, most hits filed as activators. 410,000 compounds, 0.063% hits; further: potency means the concentration at half of the fitted maximal effect; nearly all actives have a fitted effect of over 55% in size
#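 Yeast A-beta toxicity model in growth medium with pinned compounds, 48 h at 30 C; growth read as absorbance at 600 nm. Normalized to FeCl3/clioquinol equimolar mix (positive) and DMSO (negative).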
# EPAC1 antag = blocks human EPAC1 exchange factor | Potency, µM (titrated, usually from 115 µM), for inactives: at the highest dose activity change, negative = inhibition, usual class: inhibitors | AID 720709 | O95398 | 360,000 compounds, 0.14% hits | EPAC1 GEF assay, Rap1b-BODIPY-GDP exchange fluorescence;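 further: potency means the concentration at half of the fitted maximal effect; plate controls were vehicle for no effect and positive control for full effect; nearly all actives have a fitted effect of over 50% in size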
# PI5P4Ka inh = blocks human PI5P4K alpha kinase activity. P48426. PI5P4Kalpha enzyme, ADP-Glo luminescence, 60 min; active compounds read low. max response, %. 330,000 compounds, 1.2% hits. AID 652105; active means max response of -50% or lower; inconclusive means between -30% and -50%; inactive means -30% or higher; further: value at the top dose of about 77 µM; on the % scale 0 is the no-effect control and ±100 the full control effect
# Target sequence (P48426 whole entry, looked up): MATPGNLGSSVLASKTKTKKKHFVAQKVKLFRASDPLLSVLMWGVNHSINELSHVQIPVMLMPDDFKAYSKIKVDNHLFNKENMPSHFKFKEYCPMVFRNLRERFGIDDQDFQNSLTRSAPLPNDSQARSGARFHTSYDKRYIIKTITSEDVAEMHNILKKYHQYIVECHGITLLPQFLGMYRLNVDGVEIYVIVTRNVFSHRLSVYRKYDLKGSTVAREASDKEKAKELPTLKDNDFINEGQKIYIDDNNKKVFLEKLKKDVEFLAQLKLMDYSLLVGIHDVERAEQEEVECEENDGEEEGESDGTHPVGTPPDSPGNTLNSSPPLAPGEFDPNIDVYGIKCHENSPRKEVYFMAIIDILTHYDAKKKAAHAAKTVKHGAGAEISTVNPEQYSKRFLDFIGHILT
#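 qHTS, 1536-well: enzyme/substrate mix, compound by pin tool, 5 microM ATP final; RT 60 min; ADP-Glo reagents 1 (45 min) then 2 (30 min); luminescence.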
# PLK1 PBD inh = inhibitors of human PLK1 polo-box domain binding. Potency, µM, for inactives: max response, negative = inhibition, actives largely listed as inhibitors. Plk1 PBD binding of FITC phosphopeptide, fluorescence polarization. 360,000 compounds, 2.8% hits; further: potency means the concentration at half of the fitted maximal effect; series mostly up to about 57 µM; on the % scale 0 is the no-effect control and ±100 the full control effect; nearly all actives have a fitted effect of over 65% in size
# Target sequence (P53350 whole entry, looked up, the tested form may be a part): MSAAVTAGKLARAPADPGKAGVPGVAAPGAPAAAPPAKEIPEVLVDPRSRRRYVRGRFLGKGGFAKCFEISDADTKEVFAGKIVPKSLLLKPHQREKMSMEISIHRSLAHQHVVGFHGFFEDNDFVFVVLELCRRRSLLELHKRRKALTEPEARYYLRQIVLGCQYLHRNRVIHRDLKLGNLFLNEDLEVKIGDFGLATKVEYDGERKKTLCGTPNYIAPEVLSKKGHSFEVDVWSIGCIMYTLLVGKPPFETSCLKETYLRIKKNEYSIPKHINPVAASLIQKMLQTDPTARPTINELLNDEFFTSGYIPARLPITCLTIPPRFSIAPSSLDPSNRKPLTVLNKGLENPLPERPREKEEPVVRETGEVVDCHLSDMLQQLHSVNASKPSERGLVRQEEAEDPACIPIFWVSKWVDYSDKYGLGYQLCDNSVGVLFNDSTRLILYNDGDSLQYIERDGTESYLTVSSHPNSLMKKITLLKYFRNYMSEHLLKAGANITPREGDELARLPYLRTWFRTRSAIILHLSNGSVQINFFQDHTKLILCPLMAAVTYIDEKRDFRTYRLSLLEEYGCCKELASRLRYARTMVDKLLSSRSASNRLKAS
# FUS suppressor = rescues growth of FUS-expressing yeast. S. cerevisiae FUS-expressing, growth rescue, OD600, 24 h. Potency, µM (highest dose often 76.6 µM), inactives show at the top dose growth rescue (activation), hits mostly activators. 390,000 compounds, 0.24% hits;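 further: potency means the concentration at half of the fitted maximal effect; plate controls were DMSO vehicle for no effect and reference control for full effect; nearly all actives have a fitted effect of over 55% in size; some results filed as inactive show a strong effect at the top dose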
#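 FUS-expressing yeast, raffinose-pregrown, induced in 2% galactose minimal medium at OD 0.005; compounds in a dilution series, 24hr at 30C. Growth restoration read as absorbance at 600 nm. CP55940 positive control, DMSO negative.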
# Starred values were filed as active, the others as inactive; ? = inconclusive; / = no result given; & = joins results of further samples; [ ] = remark or other dose. Unless noted, the call rests on the fitted dose curve; in most records, active means well fitted curve in the direction sought with a large enough effect; inconclusive means small, poorly fitted or top-dose-only effect, or another doubt; inactive means no such curve, though single readings can be large; an effect the other way counts as inactive or inconclusive.
# Order of results: WRN inhibitor	Abeta rescue	PI5P4Ka inh	EPAC1 antag	aSyn yeast inh	IL2 activator	EPAC1 agonist	PLK1 PBD inh	FUS suppressor
- C#CCNC(=O)C1=C[C@H](c2coc3ccccc3c2=O)[C@@H](CCCO)[C@H](OCC)O1
 : 0.1%	9.7%	1.7	-3.8%	1.2%	0.6	12.0%	-7.9%	-6.1%
- Cc1ccc(NC(=O)c2sc(N)nc2-c2ccc([N+](=O)[O-])cc2)c(C)c1
 : -24.5%	-10.5%	0.8	-15.8%	-5.1%	3.4	10.9%	-5.7%	-1.7%
- COc1ccc(C2CC(c3cccs3)n3nc(N)nc3N2)cc1 (stereo not given)
 : -2.7%	-21.9%	?	-24.2%	-0.4%	-3.1	-0.3%	-21.5%	20.6%
- N#Cc1nc(N)nc(N(c2ccccc2)c2ccccc2)n1
 : -34.4%	2.6%	3.3	-8.5%	2.1%&1.7%	1.4	15.6%	-5.3%	-9.2%
- CC(=N/O)/C(=N\O)c1ccc(C)o1
 : -8.7%	-0.5%	0.6	6.0%	-1.5%	-0.2	4.1%	-3.5%	1.5%
- O=c1[nH]c(C2CCCN(S(=O)(=O)c3ccccc3)C2)nc2c1nnn2Cc1cccc(Cl)c1 (stereo not given)
 : -2.1%	8.0%	-11.0	2.4%	-4.0%	-0.5	-2.2%	-8.9%	27.4%
- CCOC(=O)NCc1ccc(S(=O)(=O)Nc2c(C)cccc2C)cc1
 : -6.0%	20.8%	/	-0.2%	8.6%	-2.1	7.2%	-0.8%	21.4%
- CC(=O)c1cccc(NC(=O)C2CCN(S(=O)(=O)c3ccc(F)cc3)CC2)c1
 : 10.7%	20.3%	/	-3.1%	5.2%	-1.7	-1.7%	-1.0%	22.1%
- CCCN(CCC)Cc1c(C(=O)OCC)nnn1-c1nonc1N
 : -8.1%	3.0%	10.5	?	-4.1%	-0.1	-19.6%	-6.0%	-7.7%
- CC(C)CNC(=O)c1ccccc1C(=O)NC1(C(=O)NCC(C)C)CCCC1
 : 3.8%	-2.9%	1.0	-5.2%	6.8%	0.7	-6.3%	4.2%	21.0%
- O=c1c2ccccc2nc(SCc2cn3ccsc3n2)n1-c1ccccc1F
 : -3.1%	6.0%	1.3	3.4%	-12.0%	-0.4	5.8%	1.0%	19.6%
- O=C(c1cccc(S(=O)(=O)N2CCOCC2)c1)N1CCN(c2ccccc2)CC1
 : 2.6%	6.0%	2.7	6.2%	-8.0%	-3.5	9.4%	-2.4%	/
- Cc1ccc(/C=N/Nc2ccc(C(=O)O)cc2)o1
 : 6.2%	-4.8%	0.7	-0.9%	10.2%	-0.5	-4.6%	-7.1%	-4.8%
- O=C(N/N=C/C=C/c1ccccc1)c1n[nH]c2c1CCC2
 : -3.8%	26.4%	1.8	0.8%	-7.1%	-0.1	-7.5%	0.3%	-0.7%
- COc1cc2c(cc1OC)C(/C(C#N)=N\O)=NC(C)(C)C2
 : 0.3%	-5.4%	/	11.1%	3.7%	-0.2	1.4%	-3.9%	20.5%
- Cc1ccnc(S(=O)(=O)Cc2ccc([N+](=O)[O-])cc2)n1
 : -1.7%	-16.0%	-0.2	4.7%	7.8%	0.5	-6.6%	-8.6%	-2.8%
- COc1ccc(CNC(=O)C2CCN(S(=O)(=O)N3CCC4(CC3)OCCO4)CC2)c(OC)c1
 : 4.8%	16.8%	1.6	-18.2%	-1.5%	0.2	-23.2%	-10.6%	?
- COCCCN1CC(=O)N2Cc3[nH]c4ccccc4c3C[C@H]2C1=O
 : 1.0%	-2.1%	-3.5	1.5%	1.9%	0.4	-4.1%	5.0%	-31.3%
- COc1ccc(N2C(=O)C3C(C2=O)C(C(=O)c2ccccc2)N2CCCC32)cc1 (stereo not given)
 : -11.7%	?	-23.0	-21.7%	12.1%	-2.4	4.0%	-23.2%	?
- COc1ccc2nc(NC(=O)[C@@H]3CCCN3C(=O)c3cccs3)sc2c1
 : 7.5%	5.1%	3.2	-15.6%	8.4%	-3.0	7.6%	-12.1%	30.3%
- CC(C)Nc1ncnc2c1ncn2[C@H]1CN(Cc2ccc(-c3ccccc3)cc2)C[C@@H](CO)O1
 : -3.5%	19.6%	-1.7	-11.9%	5.2%	0.3	7.9%	-6.2%	30.8%
- CC(C)(C)c1ccc(-c2nnc(N)s2)cc1
 : -5.7%	-12.7%	4.0	-20.3%	-13.2%	1.3	0.7%	2.6%	-21.3%
- CCc1cc(CNC(=O)C2CCC(=O)N(CCc3ccc(OC)cc3)C2)on1 (stereo not given)
 : -22.1%	-8.4%	-6.1	?	-0.3%	-2.2	10.9%	-6.6%	/
- CCCCC(CC(O)COCCC)C(=O)NN (stereo not given)
 : 7.9%	-13.1%	-7.3	51.8%[activator]	0.8%	-0.3	8.2%	-8.1%	-3.5%
- Cc1ccc(-c2nc3ccccc3[nH]2)cn1
 : 8.3%	-14.1%	-0.5	-6.7%	-16.4%	-0.1	-0.7%	-4.3%	21.0%
- O=C(COC(=O)CCS(=O)(=O)c1ccccc1)Nc1ccccc1
 : -3.5%	-18.0%	1.4	-13.8%	-2.0%	-0.9	-0.5%	-9.9%	-5.3%
- O=C(CC1SC(=Nc2ccc(OC(F)F)cc2)N(CCN2CCOCC2)C1=O)Nc1ccc(F)cc1F (stereo not given)
 : -10.7%	1.6%	17.6	-15.3%	3.4%	0.2	-2.6%	?	13.2%
- CCOC(=O)C1=C(c2ccccc2)NC(=O)NC1c1cc(Cl)c(O)c(OC)c1 (stereo not given)
 : -15.8%	4.6%	1.3	-8.8%	1.2%	-0.4	-0.2%	1.8%	4.3%
- CCCN=C1N(CC)C[C@@H]2[C@@H]3C(=O)N(Cc4ccccc4)C(=O)[C@@H]3[C@](C)(C(=O)OC)N12
 : -3.4%	-6.1%	-5.1	-11.1%	-0.1%	0.2	-10.4%	-13.3%	-16.8%
- COc1ccc(-c2nc3c(s2)CN(S(C)(=O)=O)CC3)cc1OC
 : 3.6%	-9.4%	-4.2	5.3%	-0.7%	0.1	-4.7%	-1.5%	10.0%

# Ordered by molar mass (descending): some entries from above.
# Order of results: WRN inhibitor	Abeta rescue	PI5P4Ka inh	EPAC1 antag	aSyn yeast inh	IL2 activator	EPAC1 agonist	PLK1 PBD inh	FUS suppressor
- O=c1[nH]c(C2CCCN(S(=O)(=O)c3ccccc3)C2)nc2c1nnn2Cc1cccc(Cl)c1 (stereo not given)
 : -2.1%	8.0%	-11.0	2.4%	-4.0%	-0.5	-2.2%	-8.9%	27.4%
- CC(C)CNC(=O)c1ccccc1C(=O)NC1(C(=O)NCC(C)C)CCCC1
 : 3.8%	-2.9%	1.0	-5.2%	6.8%	0.7	-6.3%	4.2%	21.0%
- COc1ccc2nc(NC(=O)[C@@H]3CCCN3C(=O)c3cccs3)sc2c1
 : 7.5%	5.1%	3.2	-15.6%	8.4%	-3.0	7.6%	-12.1%	30.3%
- Cc1ccc(NC(=O)c2sc(N)nc2-c2ccc([N+](=O)[O-])cc2)c(C)c1
 : -24.5%	-10.5%	0.8	-15.8%	-5.1%	3.4	10.9%	-5.7%	-1.7%
- CC(C)(C)c1ccc(-c2nnc(N)s2)cc1
 : -5.7%	-12.7%	4.0	-20.3%	-13.2%	1.3	0.7%	2.6%	-21.3%

# The results go on.
# Order of results: WRN inhibitor	Abeta rescue	PI5P4Ka inh	EPAC1 antag	aSyn yeast inh	IL2 activator	EPAC1 agonist	PLK1 PBD inh	FUS suppressor
- c1ccc(Nc2scc(-c3ccccc3)[n+]2Cc2ccco2)cc1
 : -2.6%	-36.6%[inhibitor]	7.1	1.5%	-20.2%	0.4	-6.3%	-3.3%	3.0%
- Cc1cccc2nc3ccccc3nc12
 : -12.6%	11.4%	3.9	-7.0%	5.3%	-3.3	1.6%	-7.8%	-26.7%
- O=C1c2ccccc2C(=O)N1CCCCCCc1ccccc1
 : 2.5%	7.5%	21.1	-22.4%	-2.7%	-0.7	-2.5%	-2.7%	-10.6%
- COc1ccc(CC(=O)Nc2nc(-c3ccc(OC)c(OC)c3)cs2)cc1OC
 : -22.0%	-0.8%	-5.7	-20.9%	-0.2%	-2.5	2.0%	-2.8%	22.3%
- CCCOc1ccc(C(=O)c2ccccc2C(=O)O)cc1OCCC
 : -0.9%	?	-1.4	1.5%	16.7%	0.4	-12.4%	-0.3%	6.6%
- CCOc1ccc(NC(=O)CN(C)C(=O)c2cn3ccccc3n2)cc1OCC
 : -12.9%	6.6%	-3.9	-16.1%	7.7%	0.9	-8.7%	-3.5%	8.9%
- C=CCn1cnc2c(nnn2-c2ccc(C)c(C)c2)c1=O
 : -32.0%	-17.3%	-8.9	5.2%	0.5%	0.7	2.2%	-6.7%	3.6%
- COc1ccc(C(=O)COC(=O)c2ccccn2)cc1OC
 : 3.0%	-5.5%	0.3	-0.9%	-5.0%	1.0	12.3%	-2.8%	-18.4%
- NNC(=O)c1sccc1OCc1ccc(Cl)cc1Cl
 : -14.0%	5.1%	5.5	-8.0%	?	-0.3	-0.3%	-22.7%	-10.9%
- CCOc1ccc(NC(=O)N2CCC(C(=O)c3ccc(F)cc3)CC2)cc1
 : -2.6%	26.2%	7.8	-11.3%	7.0%	8.2	13.9%	-3.8%	-2.3%
- COC(=O)c1ccccc1NC(=O)Cn1nnc(-c2ccc(OC)cc2)n1
 : -4.4%	9.0%&17.1%	/	2.3%	-1.1%	-0.6	13.6%	-0.4%	2.9%&20.9%
- O=C(CCC1CCCC1)c1c(O)c2ccccc2oc1=O
 : 11.5%	-11.4%	-9.0	-6.1%	3.9%	-3.3	-2.2%	-1.5%	-26.0%
- CCOc1ccc(S(=O)(=O)NC(C)C(=O)NCc2ccc3c(c2)OCO3)cc1 (stereo not given)
 : -3.5%	2.2%	-1.4	2.5%	0.7%	-2.6	9.0%	-6.4%	-11.6%
- COc1ccc(/C(C)=N/Nc2cccc(C(=O)O)c2)cc1OC
 : -8.4%	13.9%	-12.9	5.1%	-2.3%	-0.2	8.3%	-19.1%	7.4%
